Screening results: PubChem, National Center for Advancing Translational Sciences (NCATS)
IL-1B inflam inh: blocks inflammasome-driven IL-1 beta release | THP-1 LPS/ATP IL-1B secretion, AlphaLISA, 16 h; stronger effect = lower value | activity change, % at 57.5 µM | 360,000 tested, 4.7% active; in the data active = activity change below about -50%; inconclusive = mostly about -30% to -49%; note: % is set by controls: 0 for no effect and ±100 for the full control effect
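THP-1 cells pretreated 1 hr with compounds (up to 57.5 uM final), then stimulated with LPS (250 ng/mL final) plus ATP (1.25 mM final); secreted IL-1B measured by AlphaLISA after 16 hr, decreased signal indicating inhibition.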
HT1080 IDH1KD tx: toxicity to HT-1080 IDH1 knockdown cells (counter line); Potency, µM (series often up to 46.1 µM), inactives show at the highest dose activity, negative = toxicity, hits mostly cytotoxic; HT-1080 IDH1 knockdown viability, ATP luminescence, 48 h; 360,000 tested, 2% active; AID 686971;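 note: potency is the fitted concentration of half-maximal effect; 0% = DMSO wells and -100% = cell-free medium wells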
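CellTiter-Glo luminescence after 48 h compound exposure at 37 degrees C of IDH1-knockdown HT-1080 cells in 5% FBS RPMI. %Activity scaled between DMSO wells and cell-free media wells, with curves fitted and assigned curve classes.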
DRD3 agonist: agonists of human D3 dopamine receptor. D3R DiscoveRx beta-arrestin cells, luminescence, 90 min. max activation, %. 410,000 tested, 0.58% active. AID 652048; in the data active = max activation above about 30%; note: 0% is about no effect; mostly tested at two doses, the higher about 12 µM
Target sequence (P35462 whole entry, looked up): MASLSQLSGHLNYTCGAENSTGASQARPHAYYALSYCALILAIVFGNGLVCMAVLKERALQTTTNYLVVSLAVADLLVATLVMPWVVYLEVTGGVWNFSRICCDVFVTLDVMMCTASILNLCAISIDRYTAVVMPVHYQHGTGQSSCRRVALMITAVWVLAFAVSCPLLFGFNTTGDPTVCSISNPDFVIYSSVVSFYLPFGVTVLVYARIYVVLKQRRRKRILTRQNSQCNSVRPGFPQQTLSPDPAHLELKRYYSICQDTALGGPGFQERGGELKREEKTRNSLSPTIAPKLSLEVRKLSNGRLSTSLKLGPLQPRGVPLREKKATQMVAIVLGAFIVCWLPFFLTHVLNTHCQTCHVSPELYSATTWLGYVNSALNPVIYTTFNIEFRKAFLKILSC
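Cells at 1500/well, incubated overnight, then treated with pinned compounds (dopamine as control) for 90 min at 37 degrees C. DiscoveRx reagent added for 30 - 60 minutes at room temperature; luminescence read.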
GLP1R ag: GLP-1 receptor (human) agonism. P43220. HEK293 GLP-1R CRE-luciferase, luminescence, 4-6 h; cells express a hypersensitive GLP-1R form. Potency, µM (top dose mostly 45.6 µM), for inactives: at the highest dose activation, hits mostly activators. 380,000 tested, 0.007% active; note: potency is the fitted concentration of half-maximal effect; % of control where 0% means no effect
Target sequence (P43220 whole entry, looked up): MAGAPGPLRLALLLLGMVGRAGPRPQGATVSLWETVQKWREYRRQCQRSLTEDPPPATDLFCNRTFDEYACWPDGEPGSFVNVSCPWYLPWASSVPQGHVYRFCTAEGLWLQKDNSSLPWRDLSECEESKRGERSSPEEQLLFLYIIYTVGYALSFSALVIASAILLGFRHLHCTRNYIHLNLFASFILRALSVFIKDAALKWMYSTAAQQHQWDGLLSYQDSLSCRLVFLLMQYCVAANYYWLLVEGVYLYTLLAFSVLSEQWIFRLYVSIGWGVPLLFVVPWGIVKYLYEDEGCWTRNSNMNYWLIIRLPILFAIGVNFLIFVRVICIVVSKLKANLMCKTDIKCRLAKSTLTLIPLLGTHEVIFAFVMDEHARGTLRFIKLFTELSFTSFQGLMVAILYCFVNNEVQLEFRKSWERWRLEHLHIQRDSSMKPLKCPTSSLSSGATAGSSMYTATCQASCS
D3 antag: blocks the human D3 dopamine receptor; P35462; D3R cells, DiscoveRx beta-arrestin luminescence, antagonist mode; stronger effect = lower value; max response, negative = inhibition, %; 360,000 tested, 2.5% active; AID 652054; in the data active = max response below about -50%; inconclusive = no clear call, values can overlap the other calls; note: % is set by controls: 0 for no effect and ±100 for the full control effect; mostly tested at two doses, the higher about 12 µM
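Cells expressing the human receptor were seeded at 1500 cells/well, incubated overnight at 37 degrees C in 5% CO2, then exposed to library compounds with dopamine controls for 90 minutes at 37 degrees C before luminescent detection.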
HT1080NT lethal: kills 2HG-producing HT-1080-NT fibrosarcoma cells; 360,000 tested, 1.6% active; HT-1080-NT fibrosarcoma viability, CellTiter-Glo ATP luminescence, 48 h; AID 686970; Potency, µM (titrated, usually from 46.1 µM), for the others: at the highest dose activity, negative = less viability, actives largely listed as cytotoxic;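 note: NT is the 2HG producing partner of a matched IDH1 knockdown line; potency is the fitted concentration of half-maximal effect; 0% = DMSO-treated cells and -100% = media-only wells without cells; nearly all actives have a fitted effect of over 55% in size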
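HT-1080-NT fibrosarcoma cells (2HG-overproducing), 750 cells/well in RPMI with 5% FBS, dosed after 2 h and incubated 48 h at 37C. CellTiter-Glo luminescence normalized to DMSO and no-cell wells; concentration-response curves fitted and classed.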
KB-V1 cytotox: kills drug-selected multidrug resistant KB-V1 cells; KB-V1 MDR cells viability, CellTiter-Glo, 72 h; Potency, µM (titrated, usually from 46.1 µM), for inactives: top-dose activity change, negative = cytotoxicity, most hits filed as cytotoxic; 400,000 tested, 3.4% active; AID 1347076; note: potency is the fitted concentration of half-maximal effect; % is set by controls: 0 for no effect and ±100 for the full control effect; nearly all actives have a fitted effect of over 60% in size
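KB-V1 cells (P-gp-expressing MDR subline of KB-3-1) in phenol-red-free DMEM with 10% FBS were exposed to library compounds over a concentration series for 72 h at 37 degrees C. Viability read by CellTiter-Glo luminescence; concentration-effect curves fitted after normalization.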
SW480 rereplic: inducers of DNA re-replication in SW480 colon cancer cells; SW480 DNA re-replication, Hoechst DNA content imaging, 48 h; Potency, µM (series often up to 46.1 µM), for the others: at the top dose re-replication activation, actives largely listed as activators; 340,000 tested, 1.8% active; AID 624297; note: potency is the fitted concentration of half-maximal effect; % of control where 0% means no effect; nearly all actives have a fitted effect of over 55% in size
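SW480 cells exposed to compounds for 48 hr at 37 C, 5% CO2, then Hoechst-stained 40 min. Nuclear DNA content imaged by fluorescence scanning (405 nm excitation, 500-530 nm emission); re-replication scored as increased high-intensity nuclei.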
KB-3-1 tox: KB-3-1 parental cell cytotoxicity; KB-3-1 viability, CellTiter-Glo ATP luminescence, 72 h; Potency, µM (top dose mostly 46.1 µM), for the others: at the top dose activity change, negative = cytotoxic, most hits filed as cytotoxic; 400,000 tested, 1.4% active; AID 1347075; note: potency is the fitted concentration of half-maximal effect; % is set by controls: 0 for no effect and ±100 for the full control effect; nearly all actives have a fitted effect of over 60% in size
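Parental KB-3-1 viability, qHTS format: 72 h compound exposure, 37 °C; CellTiter-Glo; media-only wells and DMSO plates as controls; concentration-effect fits on corrected data.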
Numbers without * were called inactive; i = inactive; ? = inconclusive; . = no result given; & = joins results of further samples; [ ] = another dose, or the depositor's remark. Unless noted, calls come from the whole dose curve; as a rule, active = well fitted curve in the direction sought with a large enough effect; inconclusive = small, poorly fitted or top-dose-only effect, or another doubt; inactive = no such curve, though single readings can be large; an effect the other way counts as inactive or inconclusive.

1: CCOc1ccc(N(CC(=O)NC2CCCCC2)C(=O)CCC(=O)Nc2nccs2)cc1
2: COc1ccccc1C1C(C#N)=C(N)Oc2cc(C)n(Cc3ccccn3)c(=O)c21 (centres undefined)
3: Fc1ccc(-c2cc(C(F)(F)C(F)F)[nH]n2)cc1
4: CC(C)[C@H](NC(=O)[C@H](Cc1ccccc1)n1c(=O)[nH]c2ccccc2c1=O)C(=O)N1CCC[C@H]1C(=O)O
5: Cc1ccccc1-c1nnc(SCC(=O)N(C)c2c(N)n(Cc3ccccc3)c(=O)[nH]c2=O)n1C
6: COC(=O)C1=C(C)NC(=S)NC1c1ccc(OCC(=O)N2CC(C)OC(C)C2)c(OC)c1 (centres undefined)
7: O=[N+]([O-])c1ccc(N/N=C/c2ccccc2)c(F)c1
8: CCCNC(=O)C1(C)CCN(Cc2ccc(Oc3ccccc3)cc2)C1 (centres undefined)
9: O=C(CCS(=O)(=O)c1ccccc1)N1CCN(c2ccc(F)cc2)CC1
10: CC(C)N(C(=O)CSc1nnc(CSc2ncccn2)n1C)C(C)C

screen / no.	1	2	3	4	5	6	7	8	9	10
KB-V1 cytotox	-15%	-5%	?	0%	?	-6%	?	0%	1%	0%
HT1080NT lethal	2%	-5%	-11%	0%	-3%	1%	?	?	-4%	-1%
GLP1R ag	7%	-16%	5%	-1%	-7%	3%	-9%	17%	2%	-1%
KB-3-1 tox	-5%	16%	3%	-4%	?	5%	4%	0%	-4%	?
DRD3 agonist	-4	-3	-3	-16	4	-5	13	-19	7	8
D3 antag	-1	-19	13	6	12	37	7	?	1	2
IL-1B inflam inh	-18	-2	.	-12	11	-12	14	-4	-1	-2
SW480 rereplic	-2%	-15%	19%	-54%[inhibitor]	-7%	-3%	?	.	-2%	-1%
HT1080 IDH1KD tx	6%	3%	-9%	1%	2%	-2%	14%	?	-3%	1%

One compound at a time, as listed above. Screens in order: KB-V1 cytotox	HT1080NT lethal	GLP1R ag	KB-3-1 tox	DRD3 agonist	D3 antag	IL-1B inflam inh	SW480 rereplic	HT1080 IDH1KD tx
Profile of `Cc1ccccc1-c1nnc(SCC(=O)N(C)c2c(N)n(Cc3ccccc3)c(=O)[nH]c2=O)n1C` : ?	-3%	-7%	?	4	12	11	-7%	2%
Profile of `CC(C)[C@H](NC(=O)[C@H](Cc1ccccc1)n1c(=O)[nH]c2ccccc2c1=O)C(=O)N1CCC[C@H]1C(=O)O` : 0%	0%	-1%	-4%	-16	6	-12	-54%[inhibitor]	1%
Profile of `O=C(CCS(=O)(=O)c1ccccc1)N1CCN(c2ccc(F)cc2)CC1` : 1%	-4%	2%	-4%	7	1	-1	-2%	-3%

The main list resumes, repeating the 2 entries before the break.
9: O=C(CCS(=O)(=O)c1ccccc1)N1CCN(c2ccc(F)cc2)CC1
10: CC(C)N(C(=O)CSc1nnc(CSc2ncccn2)n1C)C(C)C
11: CCC(C)NC(=O)C1CCN(S(=O)(=O)c2cc([N+](=O)[O-])ccc2Cl)CC1 (centres undefined)
12: COc1cc(CNC(=O)c2cccc(COc3ccc(Cl)cc3)c2)cc(OC)c1
13: CCOC(=O)C1=C(Nc2ccccc2)CC(C)(O)C(C(=O)OCC)C1c1ccc(Cl)cc1 (centres undefined)
14: CC(=O)c1ccc(NC(=O)Nc2ccc(Cl)cc2)cc1
15: CCOC(=O)C1=C(c2cccc(Oc3ccccc3)c2)NC(=S)NC1C (centres undefined)
16: CCCCCCCNC(=O)C1(CC2CC(c3cccc(Br)c3)=NO2)CCN(C(=O)C2CCCC2)CC1 (centres undefined)
17: CC(=O)Nc1ccc(S(=O)(=O)NCCC(=O)OCc2ccc([N+](=O)[O-])cc2)cc1
18: COC(=O)c1ccc(/C=C/c2c(-c3ccc(OC)cc3)sc3ccccc23)cc1
19: O=C(CSc1oc(-c2ccco2)nc1S(=O)(=O)c1ccc(Cl)cc1)NCC1CCCO1 (centres undefined)
20: C[C@@H](O)C1NC(=O)[C@H](CCCCN)NC(=O)c2cc([N+](=O)[O-])cc(F)c2NCCCC[C@@H](C(N)=O)NC1=O (some centres undefined)

screen / no.	9	10	11	12	13	14	15	16	17	18	19	20
KB-V1 cytotox	1%	0%	-18%	?	21µM*	?	16µM*	-5%	5%	?	?	?
HT1080NT lethal	-4%	-1%	20%	-6%	-7%&-2%	-19%	?	0%	12%	8%	-3%	26%
GLP1R ag	2%	-1%	9%	-10%	-3%&-3%	3%	-11%	10%	-3%	-3%	-2%	0%
KB-3-1 tox	-4%	?	17%	?	?	5%	?	0%	0%	?	16%	10%
DRD3 agonist	7	8	9	-5	-4&-2	0	-5	-10	3	30	0	-25
D3 antag	1	2	4	4	-3&-5	11	17	-7	12	8	4	13
IL-1B inflam inh	-1	-2	10	-12	?	-99*	-19	-19	i	-25	-7	32
SW480 rereplic	-2%	-1%	-18%	-29%	8%&-66%	24%	-2%	4%	-9%	2%	1%	-5%
HT1080 IDH1KD tx	-3%	1%	3%	-13%	-8%&-27%	-23%	-8%[9.24 µM]	-11%	18%	0%	-8%	11%

21: Cc1ccc(S(=O)(=O)CCC(=O)Nc2nc(-c3cccnc3)cs2)cc1
22: Cc1ccc(Br)c(NS(=O)(=O)c2cccc(C(=O)N3CCNC(=O)C3)c2)c1
23: CC(OC(=O)CCCOc1ccccc1)C(=O)Nc1ccc(Cl)cn1 (centres undefined)
24: Cc1nc2ccccc2n1CC(=O)N/N=C/c1cccnc1
25: CCOc1ccccc1NC(=S)N(Cc1cc2ccc(C)cc2[nH]c1=O)CC1CCCN1CC (centres undefined)
26: CN(C)CC(C)(C)CNC(=O)CC1C(=O)NCCN1Cc1ccc(-c2ccccc2)cc1 (centres undefined)
27: COc1ccc(N2CCN(C(=O)CCNC(=O)Cn3ccc4ccccc4c3=O)CC2)cc1
28: C/C(=N\NC(=O)C(O)c1ccccc1)c1ccc(Br)s1 (centres undefined)
29: Cc1ccc(-c2csc3nc(C)n(N)c(=O)c23)cc1
30: O=C(NC(=S)Nc1ccc(CN2CCOCC2)cc1)c1ccc2c(c1)OCCO2

screen / no.	21	22	23	24	25	26	27	28	29	30
KB-V1 cytotox	5%	-2%	0%	40%	-21%	0%	5%	-25%	1%	21µM*
HT1080NT lethal	9%	-6%	0%	4%	?	-1%	-12%	8%	6%	?
GLP1R ag	-2%	7%	0%	0%	28%	-11%	4%	3%	-3%	11%
KB-3-1 tox	14%	-1%	13%	1%	13µM*	5%	1%	-9%	1%	18µM*
DRD3 agonist	3	-11	-14	1	-8	-8	0	-5	1	-3
D3 antag	14	-2	-9	10	?	-9	-6	-14	10	-5
IL-1B inflam inh	-10	-6	4	1	-22	-15	11	6	14	?
SW480 rereplic	?	-3%	-6%	?	?	-2%	4%	-1%	5%	?
HT1080 IDH1KD tx	19%	-1%	1%	2%	-29%	-1%	5%	-8%	-5%	?

31: COCCn1c(SCC(=O)N2CCCC2)nc2c(c1=O)SCC2
32: CC(=O)C1=C(O)C(=O)N(c2ccc(Br)cc2)C1c1ccccc1[N+](=O)[O-] (centres undefined)
33: CCC1(CC)C(=O)N(C)C(=O)NC1=NCc1ccccc1
34: CCOC(=O)C1=C(C)C(c2ccc(OC)cc2)NC(=S)N1 (centres undefined)
35: COc1cc(/C=C/c2[nH]c(=O)[nH]c(=O)c2[N+](=O)[O-])ccc1OCCC(C)C
36: CCc1ccc(-c2nc3cc(NC(=O)c4ccc(C)c(C)c4)ccc3o2)cc1
37: COc1cc(-c2nnc(SCC3(c4ccc(Br)cc4)OCCO3)o2)cc(OC)c1OC
38: Cc1nnc(C)c2c(C)n(Cc3ccc4c(c3)OCO4)c(C)c12
39: Cc1[nH]nc(Sc2ccccn2)c1[N+](=O)[O-]
40: Nc1nc(SCC(=O)c2c(N)n(C3CC3)c(=O)[nH]c2=O)n[nH]1
41: O=C(Nc1cccnc1)c1ccc(Cl)c(S(=O)(=O)N2CCOCC2)c1
42: COc1cc(C(=O)Nc2cc(C)nn2-c2ccccc2)cc(OC)c1OC

screen / no.	31	32	33	34	35	36	37	38	39	40	41	42
KB-V1 cytotox	-9%	-8%	6%	9%	4%	-6%	0%	-4%	?	4%	20%	?
HT1080NT lethal	2%	-12%	13%	3%	16%	.	-4%	-4%	-7%	7%	6%	-1%
GLP1R ag	-4%	-6%	12%	2%	2%	3%	4%	9%	0%	21%	9%	11%
KB-3-1 tox	3%	-5%	9%	0%	-7%	-8%	-19%	?	3%	-5%	6%	-6%
DRD3 agonist	4	3	5	0	6	0	4	3	8	3	12	-7
D3 antag	1	-23	-1	-16	-6	.	?	-16	0	21	-2	-13
IL-1B inflam inh	14	8	-10	4	-7	.	?	-13	17	-10	51	-27
SW480 rereplic	.	4%	-3%	?	?	.	?	-1%	0%	-6%	-89%[inhibitor]	?
HT1080 IDH1KD tx	3%	-2%	17%	8%	-3%	.	-52%	-10%	8%	14%	-3%	-21%
